# H9c2 TAG inh = inhibitors of triacylglycerol accumulation; AID 651582; H9c2 cells, Nile Red lipid (TAG) fluorescence; cells loaded with 200 µM oleic acid; inhibition, % at 12.5 µM; actives 0.66% (n = 230,000);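 active = pattern-corrected inhibition of lipid staining of at least 50% with the nuclear-stain viability signal not falling by more than 50%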;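 also: 0% = DMSO wells and 100% = triacsin C control wells; some results filed as inactive read as strong as hits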
# H9c2 TAG inh DAPI viability = further read-out of H9c2 TAG inh, marked with its call; DAPI nuclei signal change (viability), lower = more cytotoxic, %;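 whole-well DAPI fluorescence read on a plate reader as a viability signal; minus 50 percent equals half of cells still viable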
# * = called active by the depositor.
Molecule | H9c2 TAG inh | H9c2 TAG inh DAPI viability
Cc1ccc(/C=C/S(=O)(=O)NCC(=O)OCC(=O)Nc2c(F)cccc2F)cc1 | -6.6 | -2.2
COc1ccc2[nH]c3c(=O)n(Cc4ccc(C(=O)N5CCCC5)cc4)c(=S)[nH]c3c2c1 | -14.9 | 22.5
O=c1[nH]c(N/N=C/c2ccccc2Br)nnc1-c1ccccc1 | 12.7 | 3.2
CC(Cl)=CCn1c(NCCc2ccccc2)nc2c1c(=O)n(C)c(=O)n2C | -19.8 | 14.1
O=C(c1ccccc1Oc1ccc([N+](=O)[O-])cc1)N1CCOCC1 | -8.3 | -3.6
Cc1ccccc1N(CC(=O)N1CCc2ccccc2C1)S(C)(=O)=O | -12.3 | -0.2
CCN(CC)CCOC(=O)C1(c2ccc([N+](=O)[O-])cc2)CCCC1 | -8.4 | -4.1
C=C1CC(Cn2cc(Br)c(=O)[nH]c2=O)(c2ccc(-c3ccccc3)cc2)OC1=O (stereo unspecified) | 95.8 | -66.7
COc1ccc(/C=N/Nc2snc(SC)c2C#N)cc1OC | 17.0 | 19.3
O=C(Cn1nnc2c(cnn2-c2ccccc2)c1=O)N1CCN(c2ccccc2F)CC1 | -4.5 | 4.6
CCCCNC(=O)CC1N=C2c3ccccc3N=C(SCC(=O)Nc3ccc(OC)cc3)N2C1=O (stereo unspecified) | -1.6 | -15.6
CC1CCCCN1CC(=O)c1c(N)n(Cc2ccccc2)c(=O)n(C)c1=O (stereo unspecified) | 1.1 | 0.3
O=C(NCc1ccccc1)c1ccc2c(=O)[nH]c3c(C(=O)NCC4CCCO4)sc(=S)n3c2c1 (stereo unspecified) | 7.2 | 3.6
COC(=O)CN1C(=O)[C@H]2[C@@H](c3ccc(C)o3)N3C(=O)CN(Cc4ccc(-c5ccccc5)cc4)C(=O)[C@@]3(C)[C@H]2C1=O | -8.0 | -2.5
CC1CCC2(CC1)NC(=O)N(CC(=O)NCc1ccco1)C2=O (stereo unspecified) | 0.0 | -5.6
COc1ccc(-c2cc(C(=O)OCC(=O)NC(C)C)c3ccccc3n2)cc1 | -9.2 | 14.0
COc1ccc(/C=C/C(=O)OCC(=O)NC2CCS(=O)(=O)C2)cc1 (stereo unspecified) | -0.5 | -3.4
COCCn1c(SCc2c(F)cccc2Cl)nc2c1c(=O)[nH]c(=O)n2C | -13.9 | 8.4
Cc1cc(C)c(S(=O)(=O)N2CCCCC2C(=O)O)c(C)c1 (stereo unspecified) | -15.7 | 3.9
CC1CC(C)(C)CC2(C1)NC(=O)N(CC(=O)OCc1ccc(Br)cc1)C2=O (stereo unspecified) | 12.8 | 6.4

# Another view of seven compounds above:
# The line under a structure holds: H9c2 TAG inh	H9c2 TAG inh DAPI viability
CC1CCCCN1CC(=O)c1c(N)n(Cc2ccccc2)c(=O)n(C)c1=O (stereo unspecified)
  1.1	0.3
COc1ccc(-c2cc(C(=O)OCC(=O)NC(C)C)c3ccccc3n2)cc1
  -9.2	14.0
Cc1ccccc1N(CC(=O)N1CCc2ccccc2C1)S(C)(=O)=O
  -12.3	-0.2
CCCCNC(=O)CC1N=C2c3ccccc3N=C(SCC(=O)Nc3ccc(OC)cc3)N2C1=O (stereo unspecified)
  -1.6	-15.6
COc1ccc(/C=C/C(=O)OCC(=O)NC2CCS(=O)(=O)C2)cc1 (stereo unspecified)
  -0.5	-3.4
Cc1cc(C)c(S(=O)(=O)N2CCCCC2C(=O)O)c(C)c1 (stereo unspecified)
  -15.7	3.9
Cc1ccc(/C=C/S(=O)(=O)NCC(=O)OCC(=O)Nc2c(F)cccc2F)cc1
  -6.6	-2.2

# (list continues)
Molecule | H9c2 TAG inh | H9c2 TAG inh DAPI viability
COc1ccccc1/C=N\N=C(\N)c1ccccn1 | 3.4 | -5.4
COc1ccc(C(=O)/C=C/Nc2cc(C)on2)c(OC)c1 | -0.5 | 2.0
CSc1sc(C(=O)NNC(=O)c2ccc(Cl)cc2)c2c1C=CCC2 | 1.5 | -5.9
Cc1c(C2(O)CCCCC2)[nH]c2cnccc12 | 1.6 | 64.1
Cc1ccc(C(=O)c2ccccc2C(=O)Nc2ccccc2)cc1 | -3.3 | -6.6
CC(=O)NCCOc1nc(N(C)C)nc(N2CCOCC2)n1 | -0.2 | 0.1
O=C(Nc1ccc(F)cc1F)C1CCN(c2ncnc3c2sc2cccc(F)c23)CC1 | 8.3 | -5.1
C[C@@H]1OC(Nc2ccc(N=Nc3ccccc3)cc2)[C@H](O)[C@H](O)[C@H]1O (stereo partly specified) | 3.3 | -7.7
C[C@@H]1CN([C@H](C)CO)C(=O)c2cc(C#CC3CCCCC3)cnc2O[C@H]1CN(C)Cc1cccnc1 | 3.5 | 1.5
COc1cccc(NC(=O)CN(C)C(=O)c2cn(-c3ccccc3)nc2-c2cccnc2)c1 | 0.8 | -8.5
Cc1ccc(NC(=O)COc2coc(CN3CCc4ccccc4C3)cc2=O)c(C)c1 | -7.4 | -1.1
Nc1c(C(=O)C2CC2)sc2nc3c(cc12)CCC3 | -14.5 | 6.6
COc1cccc(-c2n[nH]nc2C2=CC(=O)C[C@H](c3ccc(F)cc3)C2)c1 | -2.0 | -3.8
COCCC(=O)N1CCC(Oc2ccc(C(=O)N3C[C@H]4CC[C@H]3C4)cc2)CC1 | -11.0 | -2.2
COc1cccc(NC(=O)CN(C)C(=O)c2cc(C3CC3)nn2-c2ccccc2)c1 | 22.9 | -5.9
Cc1cc(C)n(-c2ccc(Cl)c(C(=O)OCC(=O)N3CCCCC3C)n2)n1 (stereo unspecified) | -4.3 | -6.8
N#CCC(=O)N/N=C\c1ccccc1OC/C=C/c1ccccc1 | 7.3 | -13.4
Cc1ccc2nc(Nc3ccccc3)cc(C)c2c1 | -6.0 | 8.0
CCn1cc(CN2CCc3c([nH]c4ccccc34)C2c2cccc(O)c2)c(C)n1 (stereo unspecified) | -0.7 | 28.5
O=C(O)C1(P(=O)(c2ccccc2)c2ccccc2)CCCC1 | 1.6 | 6.1
Cc1ccc(Cl)c(OCC(=O)Nc2ccccc2N2CCCCC2)c1 | -23.8 | -4.5
CC(C)OCC(O)CN (stereo unspecified) | -4.2 | 6.2
Oc1ccc(Nc2nc(N3CCCC3)c3ccccc3n2)cc1 | 51.7* | -16.5*
CCOc1[nH]n(-c2ccccc2)c(=O)c1C=Nc1ccc(Cl)cc1 | -7.9 | 10.7
CC(=O)Nc1ccc(S(=O)(=O)N2CCN(Cc3ccccc3[N+](=O)[O-])CC2)cc1 | -23.5 | 15.0
O=C(Nc1ccc(F)cc1F)c1csc(-c2ccncc2)n1 | -3.8 | -3.2
COCCNC(=O)C(=O)NCCN1CCNCC1 | -6.9 | -3.1
CCOC(=O)N1CCC(n2c(SCC(=O)NCCc3ccc(S(N)(=O)=O)cc3)nc3ccccc3c2=O)CC1 | 8.2 | -15.3
CCOC(=O)C1(Cc2cccc(Cl)c2)CCCN(C(=O)CN2C(=O)CSC2=O)C1 (stereo unspecified) | 1.2 | -7.1
COc1ccc(-c2c(C)n([O-])c(C)c(C)[n+]2=O)cc1 | -4.7 | 0.1
O=C(COC(=O)c1ccc(Cl)nc1)NCCNC(=O)COC(=O)c1ccc(Cl)nc1 | -8.7 | 2.2
O=C(CSc1nnnn1-c1ccc2c(c1)OCO2)NCc1cccs1 | -15.8 | -6.2
Cc1ccc(OCCNCc2ccccc2)c(C)c1 | -14.9 | 3.6
CC(C)(C)OC(=O)N[C@H]1C=C[C@H](OC(=O)CC(=O)OCC(F)(F)F)C1 | 6.5 | -1.3
CC(C)(C)NC(=O)C1CCC(CNc2c(N3CCCCC3)c(=O)c2=O)CC1 (stereo unspecified) | 3.4 | 1.2
COc1ccc(Cl)cc1N(CC(=O)NCc1ccccn1)S(=O)(=O)c1ccc(C)cc1 | -25.0 | -4.5
Cc1ccc(-n2c(CCc3ccccc3)nnc2SCC(=O)NCc2ccccc2)cc1C | 5.9 | -1.7
CN(C)S(=O)(=O)c1ccc(C(=O)Nc2ccc(F)cc2F)cc1 | 8.6 | -4.2
O=C(Nc1nccs1)c1cc2c(s1)-c1ccccc1OC2 | -3.7 | 30.6
C[C@H](CO)N1C[C@H](C)[C@@H](CN(C)C(=O)Nc2ccc(C(C)(C)C)cc2)OCc2cnnn2CCCC1=O | -7.8 | -4.9
O=S(=O)(NNc1ncc(C(F)(F)F)cc1Cl)c1ccccc1 | 18.8 | -6.5
Cc1ccc(-n2cc(CN(C)Cc3nccn3C)c(-c3ccc(F)cc3)n2)cc1 | -3.9 | 33.4
CC(C)OC(=O)CSc1nnc(CNc2nc(-c3ccccc3)cs2)n1C | 2.9 | 6.9
COc1cc(-c2ccc3sc(-c4ccsc4)c(C#CCO)c3c2)cc(OC)c1OC | -52.8 | 32.8
C[C@H](CO)N1C[C@H](C)[C@H](CN(C)C(=O)Nc2ccc(F)cc2)OCc2cnnn2CCCC1=O | 21.3 | -30.2
C#CCOCCOCCOCCNc1nc(N2CCN(C(=O)CCCCCCCCCCNC(=O)[C@H]([C@@H](C)CC)n3cc(CCCCCN)nn3)CC2)nc(N2CCN(C(=O)CCCCCCCCCCNC(=O)[C@H]([C@@H](C)CC)n3cc(CCCCN=C(N)N)nn3)CC2)n1 | 18.6 | -9.7
CN(/N=C/c1ccc(Cl)cc1Cl)c1ncc(Cl)cc1C(F)(F)F | -14.9 | 1.8
S=c1c2c(nc3nc[nH]n13)CCC2 | 3.6 | 6.9
Fc1ccc(CNC2CCN(Cc3ccccc3)CC2)cc1 | 4.6 | 8.8
CCCS(=O)(=O)C(=C1Nc2ccccc2N1)S(=O)(=O)CCC | 9.8 | -3.1

# Continuation:
Molecule | H9c2 TAG inh | H9c2 TAG inh DAPI viability
CCCCCCC1/C(=N/O)CCC1C(=O)OC (stereo unspecified) | 3.8 | 7.9
C(=N\Nc1nc(Nc2ccccc2)nc(Nc2ccccc2)n1)/c1cccnc1 | 42.1 | -1.1
CC(NCc1cccs1)C(=O)NC1CCCCC1 (stereo unspecified) | -9.7 | -6.3
O=[N+]([O-])c1cccc(CN2CCN(c3ncccn3)CC2)c1 | -11.6 | 1.9
CCN1CCC[C@H]1CNC(=O)c1c(O)c(Cl)cc(Cl)c1OC | 11.5 | 5.6
COc1cccc(CN2CCNC(=O)C2CC(=O)NC2CCCC2)c1OC (stereo unspecified) | 10.5 | -0.4
COc1ccc(CCNC(=O)c2cnn3c(C(F)F)cc(C)nc23)cc1OC | -17.2 | 2.1
CC(C)CC(=O)N/N=C/c1c(N)n(C)c(=O)n(C)c1=O | 8.8 | -8.4
O=C(COC(=O)c1cccc(S(=O)(=O)N2CCCC2)c1)Nc1ccccc1Cl | 6.5 | -0.4
O=C1NC(=O)C(CSc2ccccc2)(c2ccccc2)N1 (stereo unspecified) | -7.2 | 14.3
COc1ccc(OC)c(S(=O)(=O)Nc2ccccc2C(F)(F)F)c1 | -9.3 | -4.3
COc1ccc(NS(=O)(=O)c2cccc(C(=O)NCCCN3CCCC3=O)c2)cc1 | 0.6 | 1.8
COc1ccccc1N1CN(Cc2ccccc2)CNC1=S | -18.4 | -0.9
COc1ccc2c(c1)C(c1cccs1)=NNC(c1ccncc1)=N2 | 5.3 | -10.6
c1cc2c(cc1C1CCCCC1)c1c3n2CCCNC3CCC1 (stereo unspecified) | 76.8* | -24.6*
CC(NC(=O)c1ccccc1F)c1nnc(SCC(=O)Nc2nnc(C3CC3)s2)n1C (stereo unspecified) | 11.5 | -30.4
COc1cc2c(cc1OC)C(O)=CC(=O)C2=O | 2.6 | -1.6
Cc1ccc(C(C)C)c(OCCN(C)C)c1 | -10.7 | 7.5
COc1ccc(/C=C/C(=O)C2(O)CCCCC2)cc1OC | -15.1 | -3.9
O=C(NCC1COc2ccccc2O1)c1cc2ccccc2o1 (stereo unspecified) | -3.2 | 1.7
COc1ccc(C2c3cc(OC)c(OC)cc3CCN2C(=O)c2ccccc2)cc1OC (stereo unspecified) | -8.9 | -2.2
Cc1ccc(C)c(OCC(=O)O/N=C(\N)c2cccnc2)c1 | 5.3 | -1.2
CCC(=O)N(C)CCc1cc2c(c(OC)c1/C=N/NC(=O)c1ccccc1O)OCO2 | 13.0 | 2.2
CN1CCN(CCCNC(=O)Cn2ncc3c4ccccc4n(C)c3c2=O)CC1 | 5.8 | -1.6
COc1ccc(NC(=O)N2CCC(c3ccccc3)C2)c(OC)c1 (stereo unspecified) | -29.2 | 3.0
Cc1ccc(C(O)c2ncc(-c3cccc4ccccc34)[nH]2)cc1F (stereo unspecified) | -39.1 | -2.1
CN(C)c1ccc(NC(=S)N(CCc2ccccc2)C2CC(=O)N(c3c(Cl)cccc3Cl)C2=O)cc1 (stereo unspecified) | -12.0 | -8.2
CSCCC(NC(=O)OC(C)(C)C)C(=O)Oc1ccc2c(=O)c(-c3ccc4c(c3)OCCO4)coc2c1 (stereo unspecified) | 7.0 | 2.2
CCn1c(SCC(=O)NCC(=O)Nc2ccc(F)cc2)nnc1-c1ccncc1 | 5.8 | -9.4
CN1C(C(=O)Nc2ccc(F)cc2F)=CC(c2ccco2)=NS1(=O)=O | -15.0 | 8.6
CCOC(=O)Cn1nc(C)n(-c2cccc(Cl)c2)c1=O | -2.0 | -3.0
Cn1cc(CN2CCC(C(O)c3cccs3)CC2)c(-c2cccc(Cl)c2)n1 (stereo unspecified) | 9.1 | 14.1
CCc1ccc(OC(=O)Cc2ccc(OC)c(S(=O)(=O)N3CCOCC3)c2)cc1 | -7.4 | 3.9
O=C(CNS(=O)(=O)c1ccc2ccccc2c1)Nc1ccc(F)c(F)c1F | -8.0 | 5.3
Nc1ncnc2c1ncn2[C@@H]1O[C@H](CNC(=O)[C@@H](N)COCc2ccccc2)[C@@H](O)[C@H]1O | -12.8 | -0.4
CCn1c(COc2ccc(C)cc2)nnc1SCC(=O)NCc1ccco1 | 1.2 | -0.8
COc1ccccc1-n1c(N)c(C(N)=O)sc1=S | -5.4 | -3.0
COc1ccc([C@@H]2[C@@H]3C(=O)N(C(C)(C)C)C(=O)[C@@H]3[C@]3(Cc4ccccc4)C(=O)N(c4cccc(C)c4)C(=O)N23)cc1 | -20.1 | -0.5

# An excerpt, so the mix of outcomes need not match the whole.
